# L3MBTL1 block – inhibitors of human L3MBTL1; Q9Y468; AlphaScreen L3MBTL1–H3K9me1 peptide binding; Potency, µM (titrated, usually from 57.1 µM), for inactives: at the highest dose activity, negative = inhibition, hits mostly inhibitors; hit rate 0.66% among 230,000; active = well fitted inhibition curve with a large enough effect; inconclusive = small, poorly fitted or top-dose-only effect; inactive = no such curve, though single readings can be large or run the other way; also: nearly all actives have a fitted effect of over 60% in size
# Target sequence (Q9Y468 whole entry, looked up): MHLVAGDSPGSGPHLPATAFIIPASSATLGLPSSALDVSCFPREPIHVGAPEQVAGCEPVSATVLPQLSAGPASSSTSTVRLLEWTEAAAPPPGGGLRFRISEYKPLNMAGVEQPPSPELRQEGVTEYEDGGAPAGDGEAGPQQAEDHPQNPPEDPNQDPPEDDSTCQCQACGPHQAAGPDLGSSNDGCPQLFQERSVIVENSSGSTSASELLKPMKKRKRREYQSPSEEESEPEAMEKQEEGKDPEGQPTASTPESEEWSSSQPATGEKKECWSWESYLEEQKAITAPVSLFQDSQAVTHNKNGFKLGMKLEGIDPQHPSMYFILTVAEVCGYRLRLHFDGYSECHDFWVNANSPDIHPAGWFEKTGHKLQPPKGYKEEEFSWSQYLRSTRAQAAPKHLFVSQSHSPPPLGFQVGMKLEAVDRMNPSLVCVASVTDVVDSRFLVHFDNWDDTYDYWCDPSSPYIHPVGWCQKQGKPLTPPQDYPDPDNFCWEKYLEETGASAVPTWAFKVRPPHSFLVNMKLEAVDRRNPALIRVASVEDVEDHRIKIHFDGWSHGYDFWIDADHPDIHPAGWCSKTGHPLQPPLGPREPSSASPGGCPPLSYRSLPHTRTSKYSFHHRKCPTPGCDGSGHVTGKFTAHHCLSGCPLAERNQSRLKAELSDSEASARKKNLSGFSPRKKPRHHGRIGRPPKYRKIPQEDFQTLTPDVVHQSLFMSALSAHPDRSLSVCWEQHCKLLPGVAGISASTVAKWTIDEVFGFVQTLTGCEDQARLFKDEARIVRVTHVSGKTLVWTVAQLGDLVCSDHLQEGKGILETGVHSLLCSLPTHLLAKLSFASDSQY
#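 L3MBTL1 50 nM + b-AHA-H3(1-15)K9me1 75 nM, 30 min RT; compound added, 30 min RT; streptavidin donor/Ni-chelate acceptor beads 10 ug/mL each final, 30 min RT dark; AlphaScreen read.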
# * hit, by the source's call; ? = inconclusive; [ ] = dose if it differs, or a comment. % is scaled to controls: 0 for no effect and ±100 for the full control effect; potency is read from the fitted curve at half-maximal effect.
L3MBTL1 block | canonical_smiles
-1% | O=C(Cc1ccc(NC2=NC3CS(=O)(=O)CC3S2)cc1)NCc1ccccc1Cl (configuration not stated)
-1% | O=C(NCc1ccc(OC(F)(F)F)cc1)c1cccc2c1C(=O)c1ccc(N3CCCCC3)cc1S2(=O)=O
11% | CCCCCc1cc(=O)c2ccccc2o1
0% | O=C(CSc1nc(C(F)(F)F)cc(=O)[nH]1)N1CCCCCC1
-3% | Cc1cc(F)ccc1NC(=O)c1cc(S(=O)(=O)N2CCCC2)cn1C
-4% | O=C(CNC(=O)c1nc[nH]c1C(=O)NCc1ccccc1)OCc1ccccc1
44%[activator] | CC(C)n1ncc2c(C(=O)Nc3ccc(S(N)(=O)=O)cc3)cc(C3CC3)nc21
16% | COC(=O)c1ccc(NC(=S)N2CCN(CCO)CC2)cc1
8% | COc1ccc2nc(SC(C)C(=O)NCC(=O)Nc3ccc(F)c(F)c3F)[nH]c2c1 (configuration not stated)
5% | Cc1cc(C)c(NC(=O)CSc2nc(=O)n(CCN3CCOCC3)c3c2CCCC3)c(C)c1
5% | COc1ccccc1C(C)NC(=O)C1CCN(S(=O)(=O)c2cccs2)CC1 (configuration not stated)
-2%[2.29 µM] | COc1ccc(NC(=O)C2CC(c3c(F)cccc3Cl)=NO2)cc1OC (configuration not stated)
-3% | CCOC(=O)Nc1ccc2c(CN3CCN(S(=O)(=O)c4ccc(C(C)C)cc4)CC3)cc(=O)oc2c1
2% | CCOc1ccc(NC(=O)c2cc(S(=O)(=O)N3CCOCC3)cn2C)cc1
-10% | COc1ccc(NS(=O)(=O)c2cccc(C(=O)N/N=C(\C)c3cccnc3)c2)cc1
13% | Cc1ccc(NC(=O)COC(=O)c2ccc(NC(=O)CC#N)cc2)cc1S(=O)(=O)N1CCOCC1
-5% | CCN1C(=S)N[C@@H](c2ccccc2)C(C(=O)OC)=C1C
-3% | CCOC(=O)c1c(C)[nH]c(C)c1C(=O)COC(=O)c1cccnc1Cl
-3% | O=C(O)CCCCCCCCCCCNC(=O)NC12CC3CC(CC(C3)C1)C2
53%[activator] | COC(=O)c1cc2cc(OC)ccc2n1C

# (further entries)
L3MBTL1 block | canonical_smiles
-6% | COc1ccc(S(=O)(=O)N2CCc3ccccc32)cc1C(=O)NC1(C)CCS(=O)(=O)C1 (configuration not stated)
? | O=C(c1cn(Cc2ccccc2)nc1-c1cccnc1)N1CCN(Cc2c(F)cccc2Cl)CC1
8% | CCOC(=O)c1ccc(NS(=O)(=O)c2cc3c4c(c2)CCN4C(=O)CC3)cc1
2% | COc1ccc(NC(=O)COc2coc(CN3CCN(c4ccccc4)CC3)cc2=O)cc1
-3% | N#Cc1ccccc1S(=O)(=O)N1CCN(C(=O)CCC2CCCC2)CC1
-2% | COc1ccc2oc(C(=O)OCC(=O)NC3(C#N)CCCC3)c(C)c2c1
-10% | COc1ccc(C(CNC(=O)C(=O)NC2CCCC2)N2CCN(C)CC2)cc1 (configuration not stated)
6% | Cc1ccc(Cl)cc1NC(=O)CN1C(=O)NC2(CCCCCC2)C1=O
-14% | COc1cc(/C=C2\SC(=O)N(CCNC(=O)c3c(C)noc3C)C2=O)cc(OC)c1OC
0% | CCn1c(=O)c(C(=O)Nc2ccc(C)cc2)c(O)c2ccccc21
-8% | Cc1ccc(C)c(-n2ccnc2SCC(=O)Nc2cccc(S(=O)(=O)NC3=NCCC3)c2)c1
-2% | C=C[C@@H]1c2ccccc2N(S(=O)(=O)c2ccc(C)cc2)[C@H](c2ccccc2)C1(C#N)C#N
-15% | COc1ccccc1-c1nn(-c2ccccc2)cc1C(=O)N1CCc2ccccc2C1
-16% | CSCCC(NS(=O)(=O)c1ccc(C)cc1)C(=O)N1CCN(S(=O)(=O)c2ccc(F)cc2)CC1 (configuration not stated)
1% | COc1ccc(NC(=O)CCOc2cc(C)ccc2C)cc1S(=O)(=O)N1CCCCC1
-2% | O=C(NCC(c1ccco1)N1CCN(c2ccc(F)cc2)CC1)C(=O)NC1CC1 (configuration not stated)
-5% | CC(C)NC(=O)Nc1cccc2c1O[C@H](CN(C)S(=O)(=O)c1ccc(F)cc1)[C@@H](C)CN([C@H](C)CO)C2=O
-5% | Cc1cccc(NC(=O)C2CCN(C(=O)N3CCOc4ccccc43)CC2)c1C
-9% | Cc1cc(O)c(CN2CCN(S(=O)(=O)c3cccs3)CC2)cc1C(C)C
2% | O=C(COC(=O)c1ccccc1O)Nc1cccc2ccccc12

# (further entries)
L3MBTL1 block | canonical_smiles
4% | CC(=O)c1ccc(-c2ccc(C(=O)N3CCC(C(N)=O)CC3)o2)cc1
-3% | Cc1c(Cl)cccc1NC(=O)CNC(=O)C1CC(=O)N(CCc2ccccc2)C1 (configuration not stated)
22% | O=C(Nc1cc2c3c(c1)CC(=O)N3CCC2)C1CC1
-1% | CC(C)(c1ccccc1)c1ccc(OCC(O)CN2CCCC2)cc1 (configuration not stated)
-5% | O=C(COC(=O)c1cc(S(=O)(=O)N2CCCCC2)ccc1N1CCOCC1)c1ccc(F)cc1
-10% | Nc1c(C(=O)Nc2ccc3c(c2)OCCO3)nnn1Cc1cccc(F)c1
0% | Cn1nc(C(=O)Nc2ccc3c(c2)OCCO3)c2ccccc2c1=O
-5% | O=C(COC(=O)Cc1ccccc1F)NNC(=O)c1ccc([N+](=O)[O-])cc1
10% | COc1ccccc1C(=O)NCCC(=O)NC(C)c1ccc(-n2ccnc2)cc1 (configuration not stated)
13% | Cc1cc(C)c(C#N)c(SCc2ccc(C(=O)O)cc2)n1
8% | CCCCN(C(=O)c1ccc(N2CCCC2=O)cc1)c1c(N)n(Cc2ccccc2)c(=O)[nH]c1=O
-4% | CCCCc1ccc(NC(=O)CSc2nc(=O)n(CCN3CCOCC3)c3c2CCC3)cc1
1% | Cc1ccc(NS(=O)(=O)c2ccc3c(c2)oc(=O)n3C)cc1
4% | COc1ccccc1OCC(=O)NNC(=O)C1CCN(c2ncnc3sc(C)c(C)c23)CC1
-13% | O=C(CN1CCN(S(=O)(=O)c2ccccc2F)CC1)N1CCc2ccccc2C1
1% | COc1cc(CC(=O)OCC(=O)N2CCN(C(=O)c3ccco3)CC2)cc(OC)c1OC
0% | COc1ccc(NC(=O)c2ccc(COc3ccccc3)o2)c(OC)c1
-2% | O=C(c1cnn(-c2ccccc2)c1)c1cc(Br)ccc1O
-12% | CCOc1cc(N2CCOCC2)c(OCC)cc1NC(=O)COC(=O)CCOc1ccc(C)cc1
7% | O=C(N[C@@H]1c2ccccc2CC[C@@H]1OCc1ccccc1)c1ccc(-c2ccccc2)cc1

# A portion from further up:
L3MBTL1 block | canonical_smiles
22% | O=C(Nc1cc2c3c(c1)CC(=O)N3CCC2)C1CC1
-1% | CC(C)(c1ccccc1)c1ccc(OCC(O)CN2CCCC2)cc1 (configuration not stated)
-5% | O=C(COC(=O)c1cc(S(=O)(=O)N2CCCCC2)ccc1N1CCOCC1)c1ccc(F)cc1
-10% | Nc1c(C(=O)Nc2ccc3c(c2)OCCO3)nnn1Cc1cccc(F)c1

# Individual results from the list.
# L3MBTL1 block result of `CCCCc1ccc(NC(=O)CSc2nc(=O)n(CCN3CCOCC3)c3c2CCC3)cc1` = -4%
# L3MBTL1 block result of `O=C(Cc1ccc(NC2=NC3CS(=O)(=O)CC3S2)cc1)NCc1ccccc1Cl` (configuration not stated) = -1%
# L3MBTL1 block result of `CCN1C(=S)N[C@@H](c2ccccc2)C(C(=O)OC)=C1C` = -5%
# L3MBTL1 block result of `COc1ccccc1-c1nn(-c2ccccc2)cc1C(=O)N1CCc2ccccc2C1` = -15%
# L3MBTL1 block result of `CCOC(=O)c1ccc(NS(=O)(=O)c2cc3c4c(c2)CCN4C(=O)CC3)cc1` = 8%

# More compounds:
L3MBTL1 block | canonical_smiles
0% | CCCCCCc1nnc(NC(=O)c2ccco2)s1
2% | O=C(c1ccc(-c2cccc(C(F)(F)F)c2)o1)N1CCCCCCC1
0% | Cc1ccc(CNC(=O)CCNC(=O)c2ccc([N+](=O)[O-])cc2)cc1
7% | C[C@H](CO)N1C[C@H](C)[C@@H](CN(C)S(=O)(=O)c2ccc(F)cc2)Oc2c(NS(=O)(=O)c3ccccc3)cccc2C1=O
-7% | CCCCCCCNC(=O)C1(CC2CC(c3ccc(Cl)cc3)=NO2)CCN(C(=O)OC(C)(C)C)CC1 (configuration not stated)
4% | COc1ccc(O)c(CN2CCCC(N3CCc4ccccc4C3)C2)c1 (configuration not stated)
1% | O=C(COC(=O)c1cc(Cl)ccc1O)Nc1ccc2c(c1)OCCO2
4% | Cc1ccc(NC(=O)COC(=O)C2(C)CC2(Cl)Cl)cc1S(=O)(=O)N1CCOCC1 (configuration not stated)
11% | CCOc1ccc(S(=O)(=O)Nc2ccc(C(=O)NCC(C)(C)N3CCOCC3)cc2)cc1
-1% | COc1ccc(N2CCN(CNC(=O)c3ccccc3)CC2)cc1
1% | COc1ccc(NC(=O)CSc2nnc(C)n2N)cc1S(=O)(=O)N1CCCCC1
4% | Cc1ccccc1NC(=O)COC(=O)c1cc(S(=O)(=O)N2CCOCC2)ccc1C
0% | C[C@H](CO)N1C[C@H](C)[C@@H](CN(C)S(=O)(=O)c2cccs2)Oc2ccc(NS(=O)(=O)c3ccccc3)cc2C1=O
-3% | O=C(CCN1C(=O)c2ccccc2C1=O)NCc1ccc(F)cc1
2% | O=C(Nc1ccc(-c2ccc(N3CCCCC3)nn2)cc1)c1ccco1
-4%[2.29 µM] | Cc1cc(-c2ccccc2)nc2cc(C(=O)OC(C)C)nn12
3% | CCn1nnnc1NCc1ccc(SC)cc1
-3% | COc1ccc2oc(C(=O)OCC(=O)Nc3cccc(S(=O)(=O)N4CCOCC4)c3)c(C)c2c1
-8% | CCN(C[C@H]1N[C@@](C)(C(=O)OC)[C@H]2C(=O)N(C)C(=O)[C@@H]12)S(=O)(=O)c1ccc(-c2ccccc2)cc1
31%[activator] | C=CC[C@@H](Cc1ccc(F)cc1)C(=O)OC[C@@H]1CCCN1C(=O)[C@@H](CC=C)CC(=O)N[C@@H](CO)Cc1ccccc1

# 3 entries out of the list, arranged by number of heavy atoms, highest first.
L3MBTL1 block | canonical_smiles
-8% | Cc1ccc(C)c(-n2ccnc2SCC(=O)Nc2cccc(S(=O)(=O)NC3=NCCC3)c2)c1
1% | Cc1ccc(NS(=O)(=O)c2ccc3c(c2)oc(=O)n3C)cc1
3% | CCn1nnnc1NCc1ccc(SC)cc1

# (cont.)
L3MBTL1 block | canonical_smiles
3% | c1ccc(C[C@H]2CN=C(Nc3ccccc3)N2CC2CCCCC2)cc1
-3% | COc1ccc(C(=O)N/C(=C\c2cccc3ccccc23)C(=O)N2CCN(C)CC2)cc1
5% | Cc1ccnc(NC(=O)CC(NC(=O)c2ccccc2Cl)c2ccccc2)c1 (configuration not stated)
-8% | COc1ccccc1NC(=O)COc1coc(CN2CCN(c3ccccc3)CC2)cc1=O
35%[activator] | Cc1ccc(NC(=O)C2CCN(S(=O)(=O)c3cccc(C(F)(F)F)c3)CC2)nc1
-6% | CC(C)c1ccc(S(=O)(=O)N2CCN(C(=O)n3ccnc3)CC2)cc1
-1% | C=CCCC(=O)N1CCCC(C(=O)c2cccc(OC)c2)C1 (configuration not stated)
5% | O=C(NN1CCOCC1)c1ccccc1NS(=O)(=O)c1ccc(F)cc1F
-5% | CCOc1ccc(NC(=O)CN(C)C(=O)c2cc(-c3ccc(OC)cc3)nc3ccccc23)cc1OCC
-5% | C#CCOCCOCCOCCNc1nc(N2CCN(C(=O)[C@H](CCCN=C(N)N)n3cc(C(N)[C@@H](C)CC)nn3)CC2)nc(N2CCN(C(=O)[C@H](CCCCN)n3cc([C@@H](N)[C@H](C)CC)nn3)CC2)n1 (some centres not stated)
-7% | CCc1ccc(OC(=O)/C=C/c2ccco2)cc1
-5% | O=C(COC(=O)c1ccncc1)Nc1ccc2c(c1)OCO2
-1% | CC(Sc1nnc(Cc2cccs2)n1C1CC1)C(=O)NC1CCS(=O)(=O)C1 (configuration not stated)
3% | CCCCn1c(N)c(N(CC(C)C)C(=O)C2CC(=O)N(c3ccc(C)cc3)C2)c(=O)[nH]c1=O (configuration not stated)
3% | COc1ccc(N2CC(C(=O)N3CCC4(CC3)CC(=O)c3ccccc3O4)CC2=O)cc1 (configuration not stated)
5% | Cc1ccc(C)c(NC(=O)CN(C)C(C)C(=O)N2CC(C)CC(C)C2)c1 (configuration not stated)
2% | CCOc1ccccc1C(=O)OC(C)C(=O)Nc1ccc(S(=O)(=O)N2CCCC2)cc1 (configuration not stated)
-2% | COc1ccc(N2CCN(S(=O)(=O)CCNC(=O)CCCc3ccccc3)CC2)cc1
-9% | CCN(CC)S(=O)(=O)c1ccc(N2CCCCC2)c(NC(=O)C2=COCCO2)c1
1% | CCN(CC)c1ccc(C(=O)NNC(=O)CN2C(=O)NC(C)(c3ccccc3)C2=O)cc1 (configuration not stated)

# Further entries follow.
L3MBTL1 block | canonical_smiles
-26% | CC(C)c1cccc(-c2ccc3c(c2)S(=O)(=O)c2cccc(C(=O)NCc4ccco4)c2C3=O)c1
0% | NS(=O)(=O)c1ccc(CCNC(=O)COC(=O)CCN2C(=O)C3CC=CCC3C2=O)cc1 (configuration not stated)
3% | O=C(CCN1C(=O)C2CCCCC2C1=O)N1CCN(S(=O)(=O)c2ccccc2)CC1 (configuration not stated)
-2%[2.29 µM] | O=C(C1COc2ccccc2O1)N1CCN(Cc2ccccc2)CC1 (configuration not stated)
-1% | O=C(CCNS(=O)(=O)c1ccccc1)NCCSc1ccc(Br)cc1
3% | CCc1nc2ccccc2c(C(=O)Nc2cc(C)ccc2C)c1C
11% | CCN(CC(=O)NCc1ccc(F)cc1)C(=O)c1ccc2c(c1)OCO2
-9% | O=C(Cc1cccs1)N1CCN(S(=O)(=O)c2ccc(Cl)c(C(F)(F)F)c2)CC1
-3% | CCCN(CC(=O)Nc1ccccc1OC)C(=O)c1cc(-c2cccs2)nn1-c1ccccc1
4% | CCOC(=O)CC[C@H](NC(=O)Cn1cnc2c(NCc3ccccc3)ncnc21)C(=O)OCC
2% | Cc1cc(NC(=O)CCN2CCCCC2)ccc1Br
-5% | Cc1ccc(C(=O)OCC(=O)NCCN2C(=O)CSC2=O)cc1[N+](=O)[O-]

# This is a subset; rates above refer to the full screens.
